Source: PubChem
VIM-2 inhibitor: blocks Pseudomonas aeruginosa VIM-2 metallo-beta-lactamase | inhibition, % at 5.6 µM | actives 0.89% (n = 290,000) | AID 1527 | purified VIM-2, nitrocefin hydrolysis, epi-absorbance fluorescence;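 active = inhibition above the mean of all tested compounds plus 3 SD, cutoff set per screening run, cut at about 7.5% in these data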;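 note: red hydrolysis product quenches plate fluorescence so inhibitors raise well fluorescence; 0% = enzyme with DMSO and 100% = DMSO without enzyme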
MEKK2wt PB1 HTS: raises or lowers MEK5 binding to wildtype human MEKK2 PB1 domain. Q9Y2U5. binding response (% of control), % at 10 µM. bead flow cytometry, Alexa488-MEK5 binding to MEKK2 WT; actives lie on both sides. actives 1.1% (n = 290,000). AID 1531; in the data active = binding response below about 67% or above about 130%
FID counter: fluorescent intercalator displacement, NS3 helicase counter-screen. DNA fluorescent intercalator displacement, fluorescence. inhibition, % at 7.9 µM. actives 0.17% (n = 290,000). AID 1845; in the data active = inhibition above about 37%;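 note: 0% = vehicle and 100% = reference compound; higher means more ethidium bromide displaced from hairpin DNA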
NALP1 inh: blocks the NALP1 inflammasome reconstituted in yeast; AID 2071; S. cerevisiae NALP1/ASC/caspase-1 growth, X-gal OD620, 72 h; inhibition, % at 10 µM; actives 0.61% (n = 280,000); in the data active = inhibition mostly above about 24%, no sharp cut-off; inactive = mostly below about 32%; note: some compounds called inactive have numbers as strong as hits
MEKK2mut PB1 HTS: signal of MEK5 binding to mutant human MEKK2 PB1 domain; bead flow cytometry, Alexa488-MEK5 binding to MEKK2 mutant; percent response, % at 10 µM; actives 0.35% (n = 290,000); AID 1530; in the data active = percent response above about 24%, passing the limit was not always enough; note: inactives centre near 1; some results filed as inactive read as strong as hits
IMP-1 inhibitor: blocks Pseudomonas aeruginosa IMP-1 metallo-beta-lactamase. purified IMP-1, nitrocefin hydrolysis, epi-absorbance fluorescence. inhibition, % at 5.6 µM. actives 0.45% (n = 290,000). AID 1556;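 active = inhibition above the mean plus 3 SD of all compounds in the same screening run, cut at about 4.5% in these data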;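 note: 0% = IMP-1 with DMSO and 100% = DMSO wells lacking enzyme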
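System: purified IMP-1; amount: IMP-1 0.2 nM before substrate addition; compound: single dose, 5.6 µM; times: 25 °C, 15 min preincubation, 25 min reaction; signal: Epi-absorbance via hydrolysed-nitrocefin quenching of white-plate fluorescence, 480/530 nm, EDTA stop; benchmarks: DMSO with and without IMP-1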
PfM18AAP inh: blocks P. falciparum M18 aspartyl aminopeptidase | recombinant PfM18AAP, H-Glu-NHMec fluorogenic cleavage | inhibition, % at 7.35 µM | actives 1.2% (n = 290,000);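 active = inhibition above the campaign mean inhibition over all tested compounds plus 3 SD, cut at about 28% in these data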;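 note: 0% = plate median of test compound wells and 100% = 2 mM ZnCl2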
SUMO HTRF inh: SUMOylation inhibition. P63279. inhibition, % at 35 µM. HTRF SUMOylation assay, SAE1/SAE2 + UBC9, in vitro. AID 2006. actives 0.36% (n = 290,000); in the data active = inhibition above about 50%, passing the limit was not always enough; note: strong numbers were not always called active
Target sequence (P63279 whole entry, looked up): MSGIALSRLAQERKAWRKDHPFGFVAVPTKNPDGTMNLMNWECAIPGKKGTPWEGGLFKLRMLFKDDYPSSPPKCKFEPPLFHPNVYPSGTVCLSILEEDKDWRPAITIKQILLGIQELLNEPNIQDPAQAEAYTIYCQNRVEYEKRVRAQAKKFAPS
NS3 helicase inh: HCV NS3 helicase inhibition; NS3 helicase DNA unwinding, Cy5 molecular beacon fluorescence; inhibition, % at 10.9 µM; actives 0.56% (n = 290,000); AID 1800;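 active = inhibition above the mean of all tested compounds plus 3 SD, set per campaign, cut at about 35% in these data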;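 note: 0% = DMSO wells and 100% = thioflavine S control wells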
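Compound dosing – single dose, 10.9 µM nominal final, DMSO 0.8% final · System – NS3 helicase fragment of HCV · Buffer or medium – MOPS pH 6.5, MgCl2, DTT, Tween20, BSA · Signal – Cy5 beacon fluorescence read at start and 1 h · Also added – annealed dual-labelled DNA beacon duplex, ATP-started · Schedule – 1 h at 25 °C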
Numbers without * were called inactive; x = no result given.

The opening 2 entries as a preview:
SMILES	VIM-2 inhibitor	MEKK2wt PB1 HTS	FID counter	NALP1 inh	MEKK2mut PB1 HTS	IMP-1 inhibitor	PfM18AAP inh	SUMO HTRF inh	NS3 helicase inh
O=C(O)c1ccc(-c2ccccc2Cl)o1	-0.1	91	-9	x	-3	-4.0	-8	x	14
CC(CNc1nc2ccccc2n2cnnc12)c1ccccc1 (stereo not drawn)	2.8	104	-25	-4	5	0.1	2	-4	-6

Main list, previewed entries included:
SMILES	VIM-2 inhibitor	MEKK2wt PB1 HTS	FID counter	NALP1 inh	MEKK2mut PB1 HTS	IMP-1 inhibitor	PfM18AAP inh	SUMO HTRF inh	NS3 helicase inh
O=C(O)c1ccc(-c2ccccc2Cl)o1	-0.1	91	-9	x	-3	-4.0	-8	x	14
CC(CNc1nc2ccccc2n2cnnc12)c1ccccc1 (stereo not drawn)	2.8	104	-25	-4	5	0.1	2	-4	-6
Cc1cc(C(C)(C)C)oc1C(=O)N(CC(=O)NC1CCCC1)c1ccc(F)cc1	-5.5	81	-23	25	-9	-1.6	-2	-16	2
O=C(CSc1nnc(NC(=O)c2ccc3c(c2)OCO3)s1)NCc1ccco1	0.8	99	0	-13	1	-3.5	3	38	4
Cc1ccc(NC(=O)CCc2c(C)nn(-c3ccc(N4CCCCC4)nn3)c2C)cc1	-3.2	98	-34	-10	1	-5.3	3	-10	-19
CCCCc1ccc(/C=C2\C(=O)ON=C2c2ccccc2)s1	-3.1	98	-31	21	-3	-1.3	-15	-8	30
Cc1nn(-c2ccccc2)c2sc(C(=O)OCN3C(=O)c4ccccc4C3=O)cc12	x	103	x	-10	0	x	x	7	x
CCOc1ccc(C(F)(F)F)cc1NC(=O)c1ccc(OC)c([N+](=O)[O-])c1	-0.8	100	6	-4	0	-0.2	3	-5	4
CC(=O)Nc1ccc(NC(=O)CSCCc2ccccn2)cc1	1.9	100	1	2	1	0.6	-7	9	-4
CC(=O)N1CCN=C1SCc1cccc(C)c1	-1.6	98	-3	16	-4	-1.4	-10	3	-2
COc1ccc(/C=N/OCC(=O)N=Nc2c(O)[nH]c3ccc(Br)cc23)cc1	-1.6	98	-1	4	-4	-0.5	6	39	-5
O=C(O)c1ccccc1-c1ccccc1C(=O)NCc1cccnc1	-1.1	96	10	-13	-2	-0.6	2	-3	-4
c1cnc2c(C3NCCc4c3[nH]c3ccccc43)cccc2c1 (stereo not drawn)	-2.9	119	8	1	10	-2.6	0	-5	-5
O=C(NCCN1CCOCC1)c1cccc(S(=O)(=O)N2CCCC2)c1	-0.5	102	-4	20	-2	-0.8	1	-1	-8
O=C(Cc1ccccc1)N/N=C/C=C/c1cccc([N+](=O)[O-])c1	-2.7	112	0	5	3	-2.7	3	28	19
CCNC(=O)CC1C(=O)N(CC)C(=S)N1NC(=O)c1ccccc1 (stereo not drawn)	-2.4	96	-7	12	-4	-2.4	7	24	5
CCOC(=O)CC(=O)CSc1[nH]c(=O)cc(C)c1C#N	-0.8	120	-1	x	18	-1.1	5	-4	-2
Cc1c(Cl)cccc1NC(=O)CCCn1cnc([N+](=O)[O-])n1	-3.4	102	-7	-10	-2	-1.6	-3	-27	5
CC(NC(=O)c1ccccc1NC(=O)c1ccco1)C(=O)O (stereo not drawn)	-1.3	91	2	17	-2	-1.0	-15	21	-19
CC(NC(=O)c1c(Cl)cnn1C)C1CCCO1 (stereo not drawn)	-1.7	102	1	-42	12	-1.9	4	12	-6
O=C(COc1ccccc1)NC1CCSC1=O (stereo not drawn)	-1.4	103	-5	-4	0	-1.0	-6	-6	-3
CSCC[C@H](NS(=O)(=O)c1ccc(C)cc1)C(=O)N1CCC(C(=O)N[C@H](C(=O)O)c2ccccc2)CC1	-2.5	98	-28	19	1	-5.0	-1	2	18
COCc1nnc(NC(=O)c2ccco2)s1	-2.4	108	0	x	1	-5.5	2	11	-3
O=C(NC1Cc2ccccc2C1)c1cc(COc2cccc(C(F)(F)F)c2)on1	-1.1	101	-24	27	0	0.0	1	-4	0
COc1cc(OC)cc(-c2nc3ccccc3c(=O)n2OC(=O)c2ccc(Br)cc2)c1	-2.1	104	-2	19	-1	-2.9	-9	13	9

Reprinted at random: four entries already listed, in no set order.
SMILES	VIM-2 inhibitor	MEKK2wt PB1 HTS	FID counter	NALP1 inh	MEKK2mut PB1 HTS	IMP-1 inhibitor	PfM18AAP inh	SUMO HTRF inh	NS3 helicase inh
CC(NC(=O)c1ccccc1NC(=O)c1ccco1)C(=O)O (stereo not drawn)	-1.3	91	2	17	-2	-1.0	-15	21	-19
O=C(O)c1ccccc1-c1ccccc1C(=O)NCc1cccnc1	-1.1	96	10	-13	-2	-0.6	2	-3	-4
COc1cc(OC)cc(-c2nc3ccccc3c(=O)n2OC(=O)c2ccc(Br)cc2)c1	-2.1	104	-2	19	-1	-2.9	-9	13	9
O=C(NCCN1CCOCC1)c1cccc(S(=O)(=O)N2CCCC2)c1	-0.5	102	-4	20	-2	-0.8	1	-1	-8

The results go on:
SMILES	VIM-2 inhibitor	MEKK2wt PB1 HTS	FID counter	NALP1 inh	MEKK2mut PB1 HTS	IMP-1 inhibitor	PfM18AAP inh	SUMO HTRF inh	NS3 helicase inh
C=CCN1C(=O)OC2(CCCCC2)C1(C)O (stereo not drawn)	-1.9	102	-1	11	-1	-2.7	4	4	-11
CCOC(=O)C1CCN(c2c(NCCCN(CC)Cc3ccccc3)c(=O)c2=O)CC1	-0.1	104	10	-3	-4	-0.9	-4	19	-7
O=C(CSc1nc2ccccc2n1S(=O)(=O)c1cccc([N+](=O)[O-])c1)NCCc1ccccc1	-5.0	100	-2	22	-4	-2.7	6	12	-12
Cc1nnc2c(N(C)S(=O)(=O)c3ccccc3)nc3ccccc3n12	-1.6	106	-16	-8	9	-2.3	12	8	7
O=C(CCN1CCc2ccccc2C1)Nc1ccc(F)c(F)c1	-0.3	91	12	x	-16	1.3	-1	16	5
COc1ccc(/C=N/NC(=O)C2c3ccccc3-c3ccccc32)cc1	-5.3	96	-7	34	-1	-2.6	1	7	-15
Cc1ccc(NC2CCCN(C(=O)CCC(=O)c3ccccc3)C2)cc1C (stereo not drawn)	-0.7	100	-26	17	-4	0.5	10	-13	-4
CCC1CCCCN1CCCNC(=O)c1ccc2c(=O)n(Cc3ccc(OC)cc3)c(=O)[nH]c2c1 (stereo not drawn)	-1.1	114	20	5	2	1.1	8	-4	-16
N/C(=N\OC(=O)c1ccco1)c1cccnc1	-0.4	84	-1	-4	-13	0.3	-6	7	-1
O=C(NC(=S)NNC(=O)c1ccccc1F)c1cccnc1	2.0	104	-2	-9	3	3.5	29*	3	2
Cc1c(NC(=S)NC(=O)CCc2ccccc2)c(=O)n(-c2ccccc2)n1C	-3.2	107	-20	-8	-8	-1.4	-4	-18	2
COc1ccc(-c2cn3c(C)c(C(=O)N4CCc5ccccc5C4)sc3n2)cc1	-3.2	95	-45	29	1	-2.9	2	-19	-6
COc1ccccc1CNC(=O)C1CCCN(S(C)(=O)=O)C1 (stereo not drawn)	-3.7	73	1	24	-11	-3.2	-5	-9	-3
CC(=O)Nc1ccc(NC(C)=O)c(NC2OCC(O)C(O)C2O)c1 (stereo not drawn)	-0.8	100	1	5	2	-2.0	3	13	2
CCN(CC)S(=O)(=O)c1ccc(N2CCN(S(=O)(=O)c3ccc4c(c3)OCCO4)CC2)nc1	-3.5	99	-5	13	1	-3.0	4	-3	-1
Cc1noc(C)c1S(=O)(=O)N1CCC(C(=O)N2CCN(C(=O)c3ccco3)CC2)CC1	-2.1	102	-6	-4	2	-2.2	-8	23	2
O=C(COC(=O)c1ccccn1)NCc1ccccc1Cl	0.6	96	2	25	-3	0.3	-6	13	15
CCCS(=O)(=O)c1c(S(=O)(=O)CCC)c2c(N)cccn2c1C(=O)c1ccc(F)cc1	-1.8	99	-18	2	-2	-3.3	-33	22	18
Nc1ccccc1OCP(=O)(c1ccccc1)c1ccccc1	-3.1	92	-17	24	-2	-4.8	-8	0	6
COc1cc(C)nc(-c2csc(C)n2)n1	-0.8	88	0	15	-17	2.0	1	-2	-2
Nc1c(Br)cc(Br)c(N2CCCC2=O)c1Br	-5.0	98	-3	2	-2	-4.8	2	6	-6
CC(=O)Nc1ccc(S(=O)(=O)N2C3CCCC2CC(NC(=O)C2CCCCC2)C3)cc1 (stereo not drawn)	-2.5	112	-3	12	5	-0.2	-1	14	6
O=C(CSc1nnc(-c2ccncc2)o1)NCc1ccccc1Cl	-2.4	96	-6	30	-2	-1.9	-2	10	9
Cc1cc(C)c(NC(=O)c2cccc3c2C(=O)N(C2CCCCC2)C3)c(C)c1	-1.5	87	-30	3	-2	-3.1	-2	-12	-9
Cc1nc2c(cc1NC(=O)c1ccccc1)nc(C)n2Cc1ccccc1	-2.9	106	-15	13	8	-1.9	-10	17	-4
Next section:
SMILES	VIM-2 inhibitor	MEKK2wt PB1 HTS	FID counter	NALP1 inh	MEKK2mut PB1 HTS	IMP-1 inhibitor	PfM18AAP inh	SUMO HTRF inh	NS3 helicase inh
CC(=O)c1ccc(OC(=O)c2nc(-c3ccccc3)oc2C)cc1	-2.6	100	-28	1	5	-4.9	6	3	6
c1ccc(Oc2nc(-c3cccnc3)nc3ccccc23)cc1	1.3	101	-27	24	1	-1.6	-4	-3	-6
O=C(NC1CCCCC1)C(c1cccs1)N(C(=O)Cc1c[nH]c2ccccc12)c1ccc(F)cc1 (stereo not drawn)	-2.2	86	-15	17	-3	-2.7	-8	11	5
CC(=O)Nc1ccc(Oc2ccccc2)cc1	-4.0	91	-2	9	-4	-1.8	6	3	2
CC(=O)NCCCc1nc2ccccc2n1Cc1ccccc1C	-2.2	107	-14	16	10	-2.8	-1	3	-2
CCCn1c(SCC(=O)NCc2ccc(Cl)cc2)n[nH]c1=O	-2.2	94	1	-7	-4	-3.2	-4	-3	0
COc1cc(CC(NC(C)=O)C(=O)NC2CCN(c3c(Cc4ccccc4)c(C)nc4ncnn34)CC2)cc(OC)c1 (stereo not drawn)	-2.1	94	-8	10	-1	-3.4	-1	12	-8
O=C(Nc1oc2ccccc2c(=O)c1-c1ccc(Br)cc1)c1ccco1	-2.2	99	-18	4	-2	-1.7	9	x	16
O=C(CCN1C(=O)C2C3C=CC(C4CC34)C2C1=O)Oc1ccccc1 (stereo not drawn)	-2.1	98	-19	-2	-8	-3.5	-7	-2	0
CCn1c2c(c(=N)c3c1CCC3)CCCC2	-2.3	101	0	2	0	-1.6	12	0	-21
COc1ccc(CNCC(O)COc2ccc(C)cc2[N+](=O)[O-])cc1 (stereo not drawn)	-1.5	115	5	x	7	-3.6	-4	0	-25
CCOC(=O)c1c(NC(=O)c2cccs2)sc2c1CCN(C(=O)OCC)C2	1.6	92	-11	20	-8	-2.3	2	5	-5
COc1ccc2c(CC(=O)NC3CCCc4ccccc43)coc2c1 (stereo not drawn)	-3.1	85	-15	28	5	0.7	5	3	-7
Cc1cccc(-n2c(-c3csc(C(C)C)c3)n[nH]c2=S)c1	-3.0	101	-31	15	1	-2.9	4	20	3
COc1cc(C2NC(=O)CCC2[N+](=O)[O-])cc(Br)c1OC (stereo not drawn)	-1.5	105	-2	5	5	-3.2	0	-6	-3
O=C(O)c1ccccc1COc1ccccc1Cl	-0.7	108	2	-2	7	0.0	0	17	-4
